Screening data as filed in PubChem.
dFosB act = mouse delta FosB homodimer activation; P13346; AID 493131; purified delta FosB, TAMRA-CDK5 oligo fluorescence polarization; percent of positive-control signal above neutral wells; actives 0.99% (n = 340,000); activation, % at 25 µM;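 active = mean activation above about 17%, with every replicate also reaching it, limit read from the data, passing the limit was not always enough; inconclusive = only one of the two conditions met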;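 note: fluorescence polarization rise as delta FosB binds a TAMRA Cdk5 AP-1 oligo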
Target sequence (P13346 whole entry, looked up): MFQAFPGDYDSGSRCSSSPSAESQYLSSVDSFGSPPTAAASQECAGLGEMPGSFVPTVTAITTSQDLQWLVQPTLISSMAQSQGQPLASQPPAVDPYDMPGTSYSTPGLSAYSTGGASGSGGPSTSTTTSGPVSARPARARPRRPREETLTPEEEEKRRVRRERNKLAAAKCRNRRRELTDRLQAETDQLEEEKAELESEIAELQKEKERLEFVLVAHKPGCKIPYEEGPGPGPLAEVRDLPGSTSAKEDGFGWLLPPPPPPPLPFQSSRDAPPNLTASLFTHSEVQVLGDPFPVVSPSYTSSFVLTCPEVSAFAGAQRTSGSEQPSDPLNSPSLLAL
Tat transport = inhibitors of E. coli Tat protein transport; actives 0.036% (n = 340,000); AID 488895; inhibition, % at 10 µM; E. coli MC4100 TorA-mCherry Tat export, fluorescence;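 active = mean replicate inhibition at least 50% and at least half of replicates individually reaching 50%; inconclusive = only one of the two criteria met; inactive = neither criterion met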;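 note: exported cargo escapes ClpAP degradation while cytoplasmic cargo is degraded and loses fluorescence; 0% = median of neutral control wells and 100% = median of NaSCN control wells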
CAL PDZ FP-1 = blocks peptide binding to the human CAL PDZ domain | inhibition, % at 24.9 µM | Q9HD26 | AID 602252 | purified CAL PDZ, TMR-peptide fluorescence polarization, 1 h | actives 0.92% (n = 300,000);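 active = mean inhibition of at least 30% with at least half of replicates also reaching 30%; inconclusive = no clear call, values can overlap the other calls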;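 note: 0% = DMSO neutral control and 100% = excess unlabeled competitor peptide PRC23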
CAL PDZ FP-2 = human CAL PDZ-peptide interaction inhibition; Q9HD26; inhibition, % at 20 µM; actives 0.02% (n = 330,000); AID 504414; purified CAL PDZ, TMR-peptide fluorescence polarization, 1 h;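 active = highest replicate inhibition of at least 40%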;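 note: plate controls were DMSO neutral control wells for no effect and unlabeled competitor peptide control wells for full effect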
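Material: tagged CAL PDZ domain; buffer or medium: 25 mM sodium phosphate pH 7.4, 150 mM NaCl, TCEP, IgG, Thesit; compound dosing: single point, 20 µM; schedule: 1 h incubation at room temperature before polarization reading; measured by: FP readout, S and P plane fluorescence; read-out basis: percent inhibition from loss of millipolarization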
Wnt bcat act = Wnt/beta-catenin pathway activation; Wnt/beta-catenin reporter cell assay, activator, plate reader; activation, % at 9.35 µM; actives 1.2% (n = 300,000); AID 743398; in the data active = activation above about 30%, passing the limit was not always enough; inconclusive = no clear call, values can overlap the other calls;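 note: 0% = neutral control wells and 100% = positive control wells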
MITF act = increases MITF-driven TRPM1 promoter luciferase signal | SK-MEL-5 TRPM1-promoter luciferase, 24 h; % of positive control, neutral wells = 0 | activation, % at 12.5 µM | actives 0.75% (n = 300,000) | AID 588334;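 active = mean activation of at least 80% with every replicate also reaching 80%; inconclusive = mean reaches 80% but some replicate falls short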;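 note: 0% = neutral control wells and 100% = parthenolide positive control wells; values of inactives mirror those of a sister screen read the other way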
cardiac RTF act = cardiac RTF calcium sensitization | IANBD-labeled TnC RTF fluorescence at EC20 calcium; 0% EC20 calcium, 100% full calcium | actives 0.24% (n = 340,000) | P19429+P45379 | activation, % at 7.2 µM;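 active = activation above the mean over all tested compounds plus 3 SD, cut at about 30% in these data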;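 note: rise in fluorescence read as greater calcium sensitivity of cardiac thin filaments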
CDK5 p35 inh = inhibitors of human CDK5/p35 kinase; Q00535+Q15078; Recombinant CDK5/p35, ADP-Glo luminescence, 60 min; inhibition, % at 10 µM; actives 0.01% (n = 330,000);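 active = highest replicate inhibition of at least 50% and at least 75% of replicates reaching 50%; inconclusive = only one of the two criteria met; inactive = both criteria failed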;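 note: plate controls were DMSO neutral control for no effect and GW8510 at 10 µM for full effect; many of its hits are not listed in these tables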
V-ATPase pH = yeast V-ATPase proton transport regulation by pHLuorin; S. cerevisiae, pHLuorin cytosolic pH fluorescence; response, % at 10 µM; actives 0.37% (n = 350,000); in the data active = response mostly above about 7.3%, no sharp cut-off; inactive = mostly below about 5.4%; note: actives read high; inactives centre near 0; some compounds called inactive have numbers as strong as hits; reference of the scale not given here
Rtt109 Vps75 = C. albicans Rtt109 histone acetyltransferase inhibition; AID 540336; actives 0.16% (n = 330,000); inhibition, % at 34.9 µM; Q5AAJ8; purified Rtt109/Vps75, ThioGlo CoA-SH fluorescence, 4 h;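 active = inhibition of at least 50% in every replicate; inconclusive = best replicate reaches 50% inhibition but some replicates fall short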
Target sequence (Q5AAJ8 whole entry, looked up): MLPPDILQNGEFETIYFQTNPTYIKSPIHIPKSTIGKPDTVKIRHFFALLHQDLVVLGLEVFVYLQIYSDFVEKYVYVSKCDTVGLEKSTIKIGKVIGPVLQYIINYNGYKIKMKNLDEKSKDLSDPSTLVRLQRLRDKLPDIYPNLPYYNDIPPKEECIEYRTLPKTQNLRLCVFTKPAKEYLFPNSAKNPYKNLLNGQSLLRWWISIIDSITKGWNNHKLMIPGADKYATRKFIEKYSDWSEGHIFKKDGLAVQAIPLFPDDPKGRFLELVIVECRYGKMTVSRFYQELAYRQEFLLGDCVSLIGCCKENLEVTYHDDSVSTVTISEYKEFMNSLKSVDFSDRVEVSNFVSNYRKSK
Numbers without * were called inactive; ? = inconclusive; nt = not tested or not shown. Outcome played no part in choosing rows; overall some 4.1% were active at least once.

SMILES	dFosB act	Tat transport	CAL PDZ FP-1	CAL PDZ FP-2	Wnt bcat act	MITF act	cardiac RTF act	CDK5 p35 inh	V-ATPase pH	Rtt109 Vps75
CCOC(=O)c1cc2occc2n1CC(=O)N1CCCc2ccccc21	-8	3	-2	-0.3	nt	-15	1	-0.3	-2	-2
O=C(N1CCN(c2ccccc2)CC1)C1(c2cccs2)CCOCC1	-1	-1	-4	-0.9	nt	8	4	0.4	-2	0
Cc1cccc(C(=O)N2CCN(c3ccc(N4CCOCC4)nn3)CC2)c1	-10	1	-3	-1.0	1	13	2	2.1	-4	-14
CCN(CC)S(=O)(=O)c1ccc2[nH]c(=O)c3ccccc3c2c1	2	14	-4	0.0	-1	nt	-4	-5.5	-4	-10
Cc1ccc(-n2c(N)c(C(N)=O)sc2=S)c(C)c1	-4	-6	nt	-1.9	nt	0	-2	5.4	2	6
O=C(NCCCN1CCOCC1)c1ccc2c(=O)n(CCc3ccccc3)c(=O)[nH]c2c1	3	-6	-2	-0.9	1	2	-8	-1.6	0	-6
CCOc1ccc(/C=N/NC(=O)COc2ccccc2-c2ccccc2)cc1	-13	-14	-1	-2.2	1	6	5	-0.4	0	-4
O=C(CN1CCN(Cc2ccccc2Cl)CC1)N/N=C/c1ccco1	6	-1	5	-1.0	2	nt	-2	1.0	-1	-4
COc1ccc(NC(=O)n2ncc3cc(Cl)ccc32)cc1OC	-9	20	-5	-1.3	7	?	3	2.2	2	-8
O=C(CSCc1ccc(Cl)cc1)Nc1ccc(-c2nnc(-c3ccccc3)o2)cc1	-7	?	nt	-1.1	nt	-12	4	-1.3	-7	10
CC1CCN(CCCOc2ccc(Br)cc2Cl)CC1	-4	-1	2	-0.1	2	12	6	0.3	-2	-7
CC(C)(C)c1ccc(Cn2c(=N)n(CC(O)c3ccco3)c3ccccc32)cc1 (stereo not given)	-15	8	nt	-2.5	nt	-98	7	-0.7	-3	3
CN1CCN(S(=O)(=O)c2ccc(NC(=O)c3ccc(F)cc3Cl)cc2)CC1	1	0	nt	-0.3	0	1	1	-0.2	-3	5
O=C(Nc1ccccc1C(=O)NCCCN1CCOCC1)c1ccc(F)cc1F	-3	-11	-3	-1.6	12	-7	2	-1.0	7	-11
COc1ccc(C)cc1NC(=O)Nc1ccccc1SC	1	3	-3	0.3	0	-13	-3	-1.1	1	-3
Cc1cnc(NC(=O)c2cc3c(s2)CCCC3)s1	0	0	-3	nt	nt	-5	-4	5.6	1	-4
CC(=O)c1cccc(NC(=O)c2cc(-c3ccc(C)cc3)on2)c1	-1	2	-1	-2.3	-2	?	1	0.4	2	-2
COc1ccc(S(=O)(=O)Nc2ccc3c(c2)C(=O)N([C@H](C)CO)C[C@H](C)[C@@H](CN(C)S(=O)(=O)c2c(C)noc2C)O3)cc1	1	3	1	-0.8	-5	17	-7	-2.0	1	19
COc1ccccc1/C=C1/C(=O)N(c2ccccc2)N=C1C	-4	-7	-1	-0.2	0	-17	3	0.0	5	nt
Cc1ccc(NC(=O)c2ccc(CSc3nnc(C)s3)cc2)c(C)c1	1	-11	1	-1.0	nt	50	-5	-1.4	4	-2
O=C(NC1CCCC1)c1ccc(Br)o1	3	7	-2	0.8	1	10	12	-4.9	-3	5
Cn1c(N)c(C(=O)COC(=O)c2ccc3ccccc3c2)c(=O)n(C)c1=O	-8	-5	-5	-0.3	-1	-4	6	0.1	3	-7
COCC1CCCC1OS(N)(=O)=O (stereo not given)	-4	2	-2	0.1	-4	nt	-4	-0.5	-2	7
O=C(COC(=O)/C=C/c1c(F)cccc1Cl)NCC1CCCO1 (stereo not given)	-4	-3	-3	-4.3	nt	-8	-2	2.9	-4	10
CC(=O)c1c(C)[nH]c(C(=O)CSc2ccc(F)cc2)c1C	-3	5	-4	-0.9	?	68	-1	-0.3	1	-12
O=C(NCCN=C1NS(=O)(=O)c2ccccc21)c1ccncc1	-1	0	nt	-0.9	nt	-1	6	2.4	-4	1
O=C(CN1C(=O)NC2(CCCC2)C1=O)Nc1cc(Cl)ccc1N1CCOCC1	0	0	-3	-1.9	7	-2	9	-0.2	-1	-3
Cc1ccc(S(=O)(=O)NCC(c2ccccc2)N2CCN(c3ccc(F)cc3)CC2)cc1 (stereo not given)	0	0	13	-1.9	0	nt	0	0.0	4	2
OC(COc1ccc(Cl)cc1)CN1CCCCC1 (stereo not given)	-2	1	0	-0.6	0	-1	8	-0.1	nt	-2
O=C(Nc1ccc(Oc2ccccc2)nc1)C1CCCCN1Cc1ccc(OCCO)cc1 (stereo not given)	-7	?	-2	-2.8	-3	-16	-2	nt	-2	8
COC(=O)[C@@H](NC(=O)Nc1cccc(Br)c1)C(C)C	-1	5	0	-2.3	-1	1	-7	-7.1	-1	-6
O=C(CSc1cccc[n+]1[O-])Nc1cccc(Oc2ccccc2)c1	-7	-6	1	-1.8	0	9	-4	0.4	-4	-2
c1ccc(-c2cn3c(n2)CCC3)cc1	-4	-2	0	-5.3	nt	26	6	0.5	-2	9
CC(=O)N(CCCc1ccc(C(C)(C)C)cc1)CCCN(C)C	0	18	0	0.2	nt	-1	1	5.5	0	-3
CCOc1ccc(S(=O)(=O)N2CCC(C(=O)N3CCc4ccccc4C3)CC2)cc1	-10	7	-3	-0.5	-1	-8	-3	1.7	0	2
CC(NC(=O)CSc1nnnn1C1CC1)c1ccccc1Br (stereo not given)	-1	-4	0	0.2	0	-2	5	0.4	-1	8

Structures listed so far that contain a thiophene ring, fused or not:
SMILES	dFosB act	Tat transport	CAL PDZ FP-1	CAL PDZ FP-2	Wnt bcat act	MITF act	cardiac RTF act	CDK5 p35 inh	V-ATPase pH	Rtt109 Vps75
O=C(N1CCN(c2ccccc2)CC1)C1(c2cccs2)CCOCC1	-1	-1	-4	-0.9	nt	8	4	0.4	-2	0
Cc1cnc(NC(=O)c2cc3c(s2)CCCC3)s1	0	0	-3	nt	nt	-5	-4	5.6	1	-4

The listing continues.
SMILES	dFosB act	Tat transport	CAL PDZ FP-1	CAL PDZ FP-2	Wnt bcat act	MITF act	cardiac RTF act	CDK5 p35 inh	V-ATPase pH	Rtt109 Vps75
Cc1ccc(NC(=O)Cn2cnc(C(=O)Nc3ccc(C)c(C)c3)n2)cc1C	0	-5	0	0.1	-2	6	1	0.9	3	-5
COc1cccc(-c2csc(N3CCN(CC(=O)NNC(=O)c4ccc(Cl)cc4)CC3)n2)c1	-7	4	0	-1.6	-3	-10	0	-0.9	0	4
CCOC(=O)C1CCN(c2c(NC3CCCCCCC3)c(=O)c2=O)CC1	-3	4	nt	-1.1	-3	-13	0	0.1	0	12
COc1cc(C(=O)NC(=S)Nc2cccc3nc(C)ccc23)cc(OC)c1OC	7	-3	nt	-1.3	5	nt	-1	-1.4	0	-8
O=C(COC(=O)C1CCN(c2ccc(C(F)(F)F)cn2)CC1)c1cccc(Br)c1	0	1	-2	-1.6	-4	-2	-12	-0.5	2	-7
CCC(C)(C(=O)NC1CCCC1)N(C(=O)CNC(=O)c1ccccc1)c1c(C)n(C)n(-c2ccccc2)c1=O (stereo not given)	-9	-1	0	0.9	0	-16	9	-5.2	2	2
NS(=O)(=O)c1ccc(N2C(=O)C3C4CC(C(Br)C4Br)C3C2=O)cc1 (stereo not given)	12	4	4	-0.7	0	12	9	-1.7	-1	-1
CCOC(=O)c1cn(Cc2ccc(C)cc2)c2cc(F)ccc2c1=O	-9	3	0	-1.0	-1	6	5	-0.3	-2	3
Cc1noc(C)c1CSc1nnnn1-c1ccc(Cl)cc1	-7	-8	3	nt	-1	12	0	0.0	-2	-10
O=C(COC(=O)c1ccco1)NCc1ccc2c(c1)OCO2	0	-9	-1	-1.4	5	2	4	-1.7	0	-4
Cc1ccccc1Cn1c(=O)n(CCC(=O)NCc2ccc3c(c2)OCO3)c(=O)c2ccccc21	60*	-1	10	-0.6	-3	4	-6	nt	0	4
N/C(=N\OC(=O)c1ccc2c(c1)OCO2)c1cccc(Br)c1	-13	-1	9	-8.7	17	116*	1	1.3	6	-7
O=C(NNc1cc(N2CCCC2)nc(N2CCCC2)n1)c1ccc([N+](=O)[O-])cc1	6	-6	30*	-1.6	-1	-6	1	0.5	-1	15
Cc1ccc(NC(=O)N(C)c2ccccc2)cc1	3	-4	-2	-1.2	11	35	-5	0.6	3	-2
Cn1c(SCC(=O)c2cc(Cl)c(Cl)s2)nnc1-c1ccco1	-10	-4	nt	-1.8	1	nt	nt	1.8	-1	3
CCN(C[C@H]1N[C@@](C)(C(=O)OC)[C@H]2C(=O)N(C)C(=O)[C@@H]12)S(=O)(=O)c1ccc(OC)cc1	-3	-7	0	0.4	-1	3	5	2.6	-4	5
O=C(Cc1ccc(Br)cc1)Nc1ccccc1Sc1ccccc1	-1	10	-4	-0.3	nt	0	1	-0.3	-2	3
COc1ccccc1NC(=O)CN1C(=O)COc2ccc(S(=O)(=O)N3CCOCC3)cc21	3	12	4	-1.6	-5	0	4	-1.2	0	1
CCCCSc1nc2c(cnn2-c2ccccc2)c(=O)n1N	-8	0	-4	-3.7	18	58	5	-0.9	-4	-5
CC(CCc1ccco1)NC(=O)c1cc2c(-c3ccccc3F)nn(C)c2s1 (stereo not given)	-11	1	nt	-2.6	-1	1	2	1.2	2	5
O=C(O)CN1C(=O)c2ccc(Oc3ccc([N+](=O)[O-])cc3)cc2C1=O	2	-12	0	-2.4	0	nt	0	-0.3	0	-11
COc1ccc(OCCN(C)CC(=O)Nc2ccccc2SC)cc1	-17	0	-3	-1.4	4	2	2	-1.0	-1	0
Cc1ccc(C)n1-n1cnc2sc3c(c2c1=O)CCCCC3	-10	2	-2	nt	nt	-4	-7	1.0	11	-2
S=c1[nH]nc(SCc2ccccc2)c2[nH]cnc12	-3	6	-7	-2.7	-1	31	-3	3.4	1	14
COc1ccccc1N1CCN(C(=O)CSc2nc(-c3ccco3)cc(C(F)(F)F)n2)CC1	-22	13	0	-1.8	-2	7	-3	1.2	3	-6
CCCC(c1nnnn1C(C)(C)C)N1CCN(C(=O)c2ccco2)CC1 (stereo not given)	2	9	7	-1.1	-12	-13	-11	-1.3	-1	-12
NS(=O)(=O)c1ccc(NC(=O)CCC(=O)c2ccc(Cl)s2)cc1	-10	13	-1	-3.1	0	-7	0	-3.5	3	-2
CCOC(=O)C1(CCc2ccccc2)CCN(Cc2ccn[nH]2)CC1	3	-3	nt	-0.7	1	16	2	-0.6	1	-2
Cc1cc(C)cc(OCC(O)CN2CCN(C(=O)c3ccco3)CC2)c1 (stereo not given)	-10	-2	-1	0.8	0	-8	9	2.3	0	17
CCNC(=O)/C(C#N)=C/c1c(N2CC(C)OC(C)C2)nc2ccccn2c1=O (stereo not given)	-2	6	-10	-3.4	-3	-13	8	-1.6	-3	-1
CC(C)[C@H](NC(=O)OC(C)(C)C)C(=O)N/N=C/c1ccc2nccnc2c1	4	1	70*	-1.1	0	nt	2	1.1	0	0
